# Screens as filed in PubChem.
# Vif imaging = blocks HIV Vif function; HEK293T cells, Vif self-association by quenched fluorescence, imaging, 24 h; inhibition, % at 7.49 µM; 340,000 compounds, 0.35% hits; AID 602346; in the data active = inhibition above about 50%, passing the limit was not always enough; note: some results filed as inactive read as strong as hits
# MC4R antagonist = blocks human MC4R cAMP signaling; inhibition, % at 6.5 µM; MC4R-expressing cells, MTII-stimulated cAMP, LANCE TR-FRET; P32245; 360,000 compounds, 0.48% hits;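 active = inhibition above its plate's cutoff, the mean of tested wells on that plate plus 3 SD, cut at about 29% in these data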;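 note: 0% = Melanotan II alone and 100% = Melanotan II plus saturating MCL0020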
# Target sequence (P32245 whole entry, looked up): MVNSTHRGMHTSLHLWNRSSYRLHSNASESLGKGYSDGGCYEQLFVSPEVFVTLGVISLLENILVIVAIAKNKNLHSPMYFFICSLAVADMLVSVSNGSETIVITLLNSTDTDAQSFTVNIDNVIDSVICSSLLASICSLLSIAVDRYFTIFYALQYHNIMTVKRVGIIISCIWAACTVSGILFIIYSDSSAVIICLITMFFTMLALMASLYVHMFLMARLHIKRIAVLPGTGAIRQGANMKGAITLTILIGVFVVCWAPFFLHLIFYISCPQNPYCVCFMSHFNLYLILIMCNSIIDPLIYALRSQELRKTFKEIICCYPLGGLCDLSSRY
#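 system = U2OS cells with stable human MC4R expression | also added = Melanotan II challenge after compound preincubation | dosing = one concentration, 6.5 µM nominal | incubation = compound 30 min, challenge 1 h, detection 1 h | measured by = TR-FRET with Eu-cAMP and labeled anti-cAMP, 671 nm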
# aDG glyco act = alpha-DG glycosylation activation; AID 624168; Pro5-aDG cells, alpha-DG glycosylation AlphaScreen (IIH6); 0% Pro5, 100% B10-LARGE cell signal; 360,000 compounds, 0.22% hits; activation, % at 10 µM;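 active = activation of at least 8% versus controls, or a plate z-score of at least 8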;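 note: Pro5 are CHO cells carrying HIG-tagged alpha-DG that lacks glycosylation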
# Exocytosis inh = lytic granule exocytosis inhibition; TALL-104 LAMP-1 surface exposure, flow cytometry; cells stimulated with thapsigargin and PMA; inhibition, % at 10 µM; 360,000 compounds, 0.66% hits; AID 651702;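 active = inhibition above about 55%, limit read from the data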
# NOD2-RIPK2 inh = NOD2-RIPK2 protein interaction inhibition | O43353 | 360,000 compounds, 0.38% hits | inhibition, % at 4.98 µM | CHO BLA complementation NOD2-RIPK2, CCF4 ratio; in the data active = inhibition above about 21%;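 note: 0% = vehicle only and 100% = reference blocker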
# Target sequence (O43353 whole entry, looked up): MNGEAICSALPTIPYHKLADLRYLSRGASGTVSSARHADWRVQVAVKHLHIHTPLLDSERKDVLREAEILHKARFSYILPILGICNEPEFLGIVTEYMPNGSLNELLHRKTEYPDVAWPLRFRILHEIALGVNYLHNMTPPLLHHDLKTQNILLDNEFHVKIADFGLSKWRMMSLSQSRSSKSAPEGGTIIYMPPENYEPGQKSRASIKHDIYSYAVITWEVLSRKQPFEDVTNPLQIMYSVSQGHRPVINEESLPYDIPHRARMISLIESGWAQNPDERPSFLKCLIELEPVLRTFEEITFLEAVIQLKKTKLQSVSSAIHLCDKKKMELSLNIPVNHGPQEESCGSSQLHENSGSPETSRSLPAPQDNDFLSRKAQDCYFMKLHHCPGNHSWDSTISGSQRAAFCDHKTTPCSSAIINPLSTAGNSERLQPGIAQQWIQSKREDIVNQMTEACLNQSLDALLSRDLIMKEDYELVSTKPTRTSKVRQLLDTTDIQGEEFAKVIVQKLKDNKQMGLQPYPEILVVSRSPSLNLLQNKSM
# TLR9-MyD88 block = blocks human TLR9 binding to MyD88; Q9NR96+Q99836; CHO BLA complementation TLR9-MyD88, CCF4 FRET ratio; inhibition, % at 4.98 µM; 340,000 compounds, 0.21% hits; AID 504734;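 active = inhibition above the mean over all tested compounds plus 3 SD, cut at about 21% in these data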;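 note: 0% = DMSO only wells and 100% = clavulanate BLA inhibitor control wells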
# Glyco luc inh = N-linked glycosylation inhibition; D54 ERlucT glycosylation luciferase reporter, 24 h; percent of 100 nM tunicamycin response; reporter increase, % at 12.5 µM; 360,000 compounds, 0.23% hits; AID 588692;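 active = mean luciferase reporter signal, scaled so untreated is 0 and the glycosylation-blocking control 100, at or above a set limit in every replicate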;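 note: luciferase carries N-glycosylation sites so blocking glycosylation raises the light; 0% = median of neutral control wells and 100% = median of 100 nM tunicamycin wells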
# ABCB6 inh MLPCN = blocks the human ABCB6 transporter | Q9NP58 | K562-ABCB6 porphyrin accumulation, flow cytometry, 1 h; active compounds read low | fluorescence ratio to DMSO, % at 10 µM | 360,000 compounds, 0.19% hits;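 active = fluorescence ratio to DMSO below 75%, the collection mean minus 3 SD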;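 note: signal is porphyrin accumulated inside mitochondria; 100% equals median channel fluorescence of DMSO control wells; lower ratio means ABCB6 inhibition with less porphyrin fluorescence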
# ABHD5-PLIN5 inh = blocks binding of human ABHD5 to perilipin-5; 360,000 compounds, 0.78% hits; Split G. princeps luciferase complementation, luminescence, 4 h; AID 602281; inhibition, % at 4 µM;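 active = inhibition above the mean inhibition across every tested compound plus 3 SD, cut at about 22% in these data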;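 note: 0% = DMSO only wells and the 100% control is not disclosed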
# MC4R ag barr = activates human MC4R beta-arrestin recruitment. P32245. U2OS MC4R beta-arrestin complementation, luminescence; percent of melanotan II response, DMSO zero. activation, % at 8.9 µM. 360,000 compounds, 0.98% hits. AID 540308;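 active = activation above a per-plate cutoff, the mean activation of sample wells on that plate plus 3 SD, cut at about 8% in these data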
# * marks the source's active call; other numbers are inactive results; · = no result given.
SMILES,Vif imaging,MC4R antagonist,aDG glyco act,Exocytosis inh,NOD2-RIPK2 inh,TLR9-MyD88 block,Glyco luc inh,ABCB6 inh MLPCN,ABHD5-PLIN5 inh,MC4R ag barr
COc1ccc(NC(=O)c2cc(S(=O)(=O)N(Cc3ccccc3)c3ccccc3)ccc2Cl)cn1,-4,2,0.8,4,-1,2,-10,98,-4,-3.7
CCn1cnc2c1c(=O)n(CC(=O)NCC(C)C)c(=O)n2Cc1ccccc1,-2,13,0.1,1,-10,-6,2,100,-3,0.4
COc1ccc2sc(N(CCCN(C)C)C(=O)c3ccc(S(=O)(=O)N4CCc5ccccc5C4)cc3)nc2c1,-14,2,-0.1,76*,19,3,-5,95,15,32*
Cc1ccc(S(=O)(=O)N(C)CC(=O)Nc2nnc(CC(C)C)s2)cc1,·,3,-0.1,-1,-16,8,5,94,-1,-5.1
CCc1nc2c(OCc3ccc(Cl)cc3)cccn2c1N(C)C(=O)c1ccc2c(c1)OCO2,12,9,2.2,5,11,·,-1,94,16,0.9
Cc1ccc(C(=O)N[C@H](C(=O)Nc2sccc2C(N)=O)C(C)C)cc1,-3,2,0.0,-20,14,5,1,95,-3,-2.3
NC(=O)C1(N2CCCCC2)CCN(C(=O)CSc2nc3ccccc3[nH]2)CC1,·,3,0.0,1,0,-12,2,96,1,0.1
CCOC(=O)CCCCCC(=O)Nc1ccc2c(c1)CC(=O)N([C@H](C)CO)C[C@H](C)[C@H](CN(C)S(=O)(=O)c1ccc(OC)cc1)O2,-5,1,-0.1,-8,-1,-8,4,94,5,-1.1
O=C(NCC1CC1)c1ccc(Nc2nc3ccc(Br)cc3[nH]2)cc1,·,11,1.3,1,-4,-2,-1,99,-9,0.8
CCC(CC)CN1CCC(CN2C(=S)NC[C@@H]2[C@@H](C)CC)CC1,·,4,-0.1,2,-5,-9,1,98,10,2.1
Fc1ccc(NC(=S)N2CCOCC2)cc1Cl,7,2,0.0,0,-13,2,5,97,-8,-1.4
CCOC(=O)c1ccc(NC(=O)N2CCN(C(=O)C3CCCO3)CC2)cc1 (stereo unspecified),2,0,-0.3,2,1,3,3,98,-6,-1.2
Cc1occc1-c1nnc(SCC(=O)Nc2ccccc2)n1C,-24,1,0.6,3,-5,-3,0,97,3,-0.5
Cc1ccccc1OCC(=O)Nc1ccccc1NC(=O)c1ccco1,-4,-5,0.1,8,-5,-7,-1,91,-7,1.4
c1csc(-c2cc(N3CCCCC3)c3ccccc3n2)c1,·,7,0.1,4,7,-3,-2,98,-4,4.3
CN(Cc1cccc(Cl)c1Cl)C(=O)c1ccc(NC(=O)CC#N)cc1,0,-1,-0.2,2,-10,-1,0,97,-1,-1.0
O=C(CSc1ccccc1)NCc1ccc(F)cc1,1,5,0.2,-16,-7,4,-2,104,-7,-1.6
CCOC(=O)N1CCN(C(=O)c2ccc(C)c(S(=O)(=O)N3CCCCC3)c2)CC1,8,1,0.1,-3,-5,0,1,99,2,-0.7
CCC(C)(C)NC(=O)CN(C(=O)CCC(=O)Nc1nccs1)c1ccc(C)cc1,-1,7,0.2,-3,-4,-2,0,100,1,-1.5
CCCCCSc1nnc(-c2ccccc2NC(C)=O)c(=O)[nH]1,3,13,-0.4,-2,4,7,1,103,6,-1.1
CCCc1n(CC(O)COCc2ccccc2)c2ccccc2[n+]1C (stereo unspecified),4,-4,0.1,2,7,-12,0,93,3,-4.6
NC(=O)C1CCN(C(=O)c2ccc(-c3ccccc3Cl)o2)CC1,4,1,-0.1,18,3,3,-1,92,7,-2.0
O=C(COc1ncnc2cc([N+](=O)[O-])ccc12)NCCc1ccc(Cl)cc1,-4,14,0.0,2,9,-1,1,89,-1,1.3
Cc1cccc(C)c1NC(=O)CN(C)S(=O)(=O)c1ccc(-c2ccc(=O)[nH]n2)s1,-3,3,0.0,9,-1,4,2,91,2,-2.0
Cc1c(C(=O)OCC(=O)N2CCCC2=O)oc2ccccc12,-5,9,-0.3,1,4,2,2,98,4,-0.4
O=C(Nc1ccc(Cl)cc1)c1cccnc1N1CCCCC1,-3,6,0.4,-1,1,4,-4,115,-1,-0.7
COc1ccc(-c2cc(C3CC3)nc3sc(C#N)c(N)c23)cc1,-1,13,2.1,28,13,16,0,98,-2,-1.2
O=C(NCc1ccccc1)c1cc[n+]([O-])cc1,-16,2,0.0,-3,-2,-5,-1,97,0,0.3
CCN(CC)CCOc1nc(C)nc2c1oc1ccccc12,3,8,-0.2,0,1,2,3,85,-1,1.2
Cc1cc(C(=O)c2cnc(/N=C/N(C)C)s2)c(F)cc1Cl,9,7,0.1,0,-1,9,-2,98,2,-2.8
CCN(CC)S(=O)(=O)c1ccc(Cl)nc1,1,13,0.1,-5,1,-2,-1,96,-1,-2.6
COc1ccc(-c2ccc(SCC(=O)Nc3cccc(C(C)=O)c3)nn2)cc1OC,-1,6,-0.1,-2,4,0,5,88,5,-2.0
Cn1nc(-c2ccc(Cl)cc2)c2cc(C(=O)NC3CC3)sc21,6,-1,0.1,11,-2,3,24,106,-1,3.6
O=C(O)c1nn2c(C(F)(F)F)cc(-c3cccs3)nc2c1Cl,1,21,-0.1,0,-6,-12,-2,89,4,-1.8
Cc1c(O)c(CN2CCCCC2)cc2c1oc(=O)c1ccccc12,13,12,-0.1,0,-7,-14,2,100,4,-2.0
O=C(Nc1cccc(-c2cn3ccccc3n2)c1)c1cc2ccccc2oc1=O,4,16,-0.1,37,6,1,-8,88,2,0.8
COC(=O)C1=C(C(=O)OC)[C@]2([C@H]3CCCCN[C@@H](Cc4ccccc4)C(=O)N3Cc3ccccc3)C=C[C@H]1O2,·,7,-0.2,-4,-2,6,-10,102,0,0.1
CC(C)(C)[C@@H]1COC(=O)[C@H](Cc2ccc(F)cc2)C/C=C\C[C@@H](CC(=O)N(CCO)Cc2ccccc2)C(=O)N1,-10,8,0.2,-2,0,-6,2,93,-1,-1.5
COc1ccc(N(CC(=O)NCCSC2CCCCC2)S(=O)(=O)c2ccccc2)cc1OC,-1,7,-0.6,-4,-2,-5,-3,103,-8,-3.3
COc1ccc(CN(CC(=O)NC2CCCC2)C(=O)CCC(=O)Nc2cc(C)on2)cc1,·,6,0.1,-3,-10,3,0,86,0,-2.5
COc1ccccc1N1CCN(C(=O)c2cc(-c3ccc(Cl)c(Cl)c3)on2)CC1,26,-3,-0.1,0,-7,-11,2,113,-3,0.2
N#Cc1cccc(S(=O)(=O)NCc2nnc3ccccn23)c1,-4,5,0.0,5,4,-5,1,105,5,-0.7
CCCn1c(=N)c(S(=O)(=O)c2ccccc2)cc2c(=O)n3ccccc3nc21,0,14,0.0,-1,-2,0,1,101,-1,2.2
Cc1ccc(S(=O)(=O)N2CCC(C(=O)NNC(=O)c3ccccc3O)CC2)cc1C,1,-5,0.1,12,-7,-2,-4,97,-2,-1.2
COc1cc(CNCc2ccc(SC)cc2)cc(OC)c1,16,-3,1.4,2,-2,-4,-1,102,4,0.8
COc1ccc(/C=C/C(=O)c2ccc[nH]2)cc1OC,20,5,0.8,-1,-3,6,-4,91,5,-0.7
COc1ccc(S(=O)(=O)N2CCCC(C(=O)NCCC(C)C)C2)cc1 (stereo unspecified),13,-4,0.3,-4,-5,4,-1,103,-3,-2.5
N#CCN1CCN(CC(=O)Nc2cccc3ccccc23)CC1,1,0,0.3,-1,1,-8,2,101,-2,-1.8
COc1ccc(CNC(=O)Nc2nc(C(N)Cc3ccc(F)cc3)cs2)cc1 (stereo unspecified),-1,1,3.0,7,2,·,-1,99,3,0.6
COC(=O)c1ccc2c(=O)n(Cc3ccc(C(=O)NCCCN4CCOCC4)cc3)c(=S)[nH]c2c1,4,1,-0.1,-2,-12,7,9,103,0,-0.9
# Other records follow.
SMILES,Vif imaging,MC4R antagonist,aDG glyco act,Exocytosis inh,NOD2-RIPK2 inh,TLR9-MyD88 block,Glyco luc inh,ABCB6 inh MLPCN,ABHD5-PLIN5 inh,MC4R ag barr
CCOc1ccc(CNC(=O)Cn2nc(C)n3nc(-c4ccccc4)cc3c2=O)cc1,22,4,0.8,6,1,0,-2,96,-4,-3.0
Cc1ccc2cccc(OCC(=O)Nc3ccc(N4CCOCC4)cc3)c2n1,0,28,0.6,-2,-8,-2,1,94,5,3.3
COc1ccc(C2=NN(C(=O)C(O)c3ccccc3)C(O)(C(F)(F)F)C2)cc1 (stereo unspecified),5,-8,0.1,10,-17,-1,-1,96,-3,-0.1
CCn1c(SCC(=O)c2ccc(NC(C)=O)c(OC)c2)nnc1-c1ccc(NS(C)(=O)=O)cc1,-3,-2,0.0,-1,-7,4,0,100,-2,-0.2
Cc1ccc(F)cc1NC(=O)CSc1nnc(CNC(=O)c2ccco2)n1C,-4,-7,0.0,6,-8,-4,2,98,1,-2.0
Cc1ccc(Nc2nnc(-c3ccc(N4CCOCC4)c([N+](=O)[O-])c3)c3ccccc23)cc1,2,0,1.4,0,4,-1,-11,84,-6,-2.5
CCn1cc(C(=O)OCc2ccc(F)cc2)c(=O)c2ccc(C)nc21,-11,-7,-0.2,0,-5,-2,0,99,-18,0.4
O=C(c1ccc(Br)cc1)N1CCN(c2ccccn2)CC1,0,-1,0.0,-8,-8,7,0,88,3,-1.2
c1cc2ccc3ccc(CN4CCOCC4)c4ccc(c1)c2c34,·,-4,0.8,2,-2,-7,3,98,2,3.1
COc1cc(OC)c(NC(=O)/C=C/C(=O)O)cc1Cl,1,15,0.3,4,-14,·,1,99,-16,0.8

# Gathered by group, the compounds so far with a COOH group.
SMILES,Vif imaging,MC4R antagonist,aDG glyco act,Exocytosis inh,NOD2-RIPK2 inh,TLR9-MyD88 block,Glyco luc inh,ABCB6 inh MLPCN,ABHD5-PLIN5 inh,MC4R ag barr
O=C(O)c1nn2c(C(F)(F)F)cc(-c3cccs3)nc2c1Cl,1,21,-0.1,0,-6,-12,-2,89,4,-1.8
COc1cc(OC)c(NC(=O)/C=C/C(=O)O)cc1Cl,1,15,0.3,4,-14,·,1,99,-16,0.8

# Further compounds follow:
SMILES,Vif imaging,MC4R antagonist,aDG glyco act,Exocytosis inh,NOD2-RIPK2 inh,TLR9-MyD88 block,Glyco luc inh,ABCB6 inh MLPCN,ABHD5-PLIN5 inh,MC4R ag barr
C/C(=N\NC(=S)Nc1ccccc1)C1Cc2ccccc2C(=O)O1 (stereo unspecified),-5,28,-0.1,-1,-2,·,0,101,-19,2.3
CCn1c(SC(C)C)nnc1-c1c[nH]c2ccccc12,-1,2,0.0,7,-12,-6,2,93,-10,0.0
CCOC(=O)c1c(NC(C)=O)sc2c(O)c(Br)cc(Br)c12,0,16,0.0,7,-2,-11,1,105,6,-2.1
NC1=NC(=O)/C(=C\c2ccc(-c3ccc(Cl)cc3)o2)S1,2,3,0.1,9,3,13,3,105,5,0.2
COCCNC(=O)C1(C)CCCN(Cc2ccc(-n3ccnc3)cc2)C1 (stereo unspecified),-1,-6,-0.1,5,2,·,2,100,5,-0.1
CCOC(=O)C1CCN(C(=O)CCn2c(=O)c3cccn3c3cccnc32)CC1,4,-6,1.4,4,1,-4,2,95,12,-2.3
Cc1ccc(NC(=O)C2CCCN(S(=O)(=O)c3cnc[nH]3)C2)cc1C (stereo unspecified),28,-3,0.0,-5,1,-3,1,97,-3,-0.7
CCc1cccc(C)c1NC(=S)NCc1ccccc1,-4,5,-0.1,-1,1,1,-4,92,4,-1.3
Cc1cc(OCC(O)CN)ccc1Cl (stereo unspecified),-11,1,0.1,3,-5,-1,2,93,-1,2.4

# The list is partial; count on the stated rates, not on these rows.
